# ATG4B inh: inhibitors of human ATG4B cysteine protease; 340,000 tested, 0.51% active; ATG4B cleavage of LC3-PLA2, NBD-HPC fluorescence, 1 h; inhibition, % at 8.33 µM; AID 504462; Q9Y4P1; in the data active = inhibition above about 40%
# Target sequence (Q9Y4P1 whole entry, looked up): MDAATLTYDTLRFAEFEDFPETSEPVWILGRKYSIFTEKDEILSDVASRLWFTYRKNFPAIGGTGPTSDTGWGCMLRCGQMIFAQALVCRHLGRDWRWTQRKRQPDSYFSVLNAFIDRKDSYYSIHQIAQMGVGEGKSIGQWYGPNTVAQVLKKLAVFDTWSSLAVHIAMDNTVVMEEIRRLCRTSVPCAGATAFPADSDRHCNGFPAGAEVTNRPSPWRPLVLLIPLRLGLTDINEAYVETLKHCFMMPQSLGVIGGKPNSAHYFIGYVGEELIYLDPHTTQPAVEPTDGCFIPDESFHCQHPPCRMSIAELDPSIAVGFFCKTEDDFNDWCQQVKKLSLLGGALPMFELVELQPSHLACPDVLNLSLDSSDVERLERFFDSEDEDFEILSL
# APJ antag: blocks the human apelin receptor APJ | CHO-K1 APJ beta-arrestin complementation, luminescence | inhibition, % at 20 µM | AID 2521 | P35414 | 330,000 tested, 0.32% active;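 active = inhibition above about 40% at 20 µM, limit read from the data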;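 note: cells challenged with 10 nM apelin-13 agonist together with compound; plate controls were apelin-13 plus DMSO wells for no effect and DMSO wells lacking apelin-13 for full effect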
# Target sequence (P35414 whole entry, looked up): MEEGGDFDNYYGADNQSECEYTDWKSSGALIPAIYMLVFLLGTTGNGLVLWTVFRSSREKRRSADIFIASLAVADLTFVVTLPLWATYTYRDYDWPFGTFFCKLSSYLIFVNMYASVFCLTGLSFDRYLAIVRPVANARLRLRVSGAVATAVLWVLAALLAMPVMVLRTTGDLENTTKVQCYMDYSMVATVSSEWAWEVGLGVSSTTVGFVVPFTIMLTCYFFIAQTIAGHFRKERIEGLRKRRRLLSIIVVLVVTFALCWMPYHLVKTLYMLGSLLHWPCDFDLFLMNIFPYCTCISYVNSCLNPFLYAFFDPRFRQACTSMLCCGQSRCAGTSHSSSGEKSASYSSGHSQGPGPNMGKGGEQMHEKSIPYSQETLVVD
# Gli-Sufu block: Gli-Sufu pathway antagonism; Sufu-KO-LIGHT fibroblasts, Gli luciferase reporter luminescence; inhibition, % at 5 µM; 340,000 tested, 0.74% active;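 active = inhibition above about 55%, limit read from the data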;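 note: 0% = DMSO-treated cells and 100% = wells with medium but no cells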
# APJ ag: activates the human apelin receptor APJ; CHO-K1 APJ PathHunter beta-arrestin, luminescence; 0% DMSO wells, 100% apelin; 330,000 tested, 0.11% active; AID 2520; activation, % at 20 µM;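 active = activation more than six SD over the plate average, tested at 20 µM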;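 note: 0% = DMSO alone and 100% = apelin-13 at 10 nM; some results filed as inactive read as strong as hits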
#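 Assay system: CHO-K1 cells stably expressing ProLink-tagged human APJ and arrestin–beta-gal acceptor. Compound dosing: 20 µM single point, 1% DMSO. Times: 16-18 h seeding, 90 min dark compound exposure, 60 min detection. Detection: beta-gal luminescence. Evaluation: APJ–arrestin association signal. Controls: negative DMSO alone, positive Apelin-13 at 10 nM.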
# CXCR6 inh: blocks human CXCR6 beta-arrestin recruitment. AID 602244. 360,000 tested, 0.36% active. inhibition, % at 20 µM. O00574. CHO-K1 PathHunter CXCR6 beta-arrestin, luminescence; in the data active = inhibition above about 34%, passing the limit was not always enough;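 note: antagonist mode with CXCL16 agonist at 10 nM final; 0% = 10 nM CXCL16 with DMSO and 100% = unstimulated wells without agonist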
# EBI2 block: blocks human EBI2 receptor beta-arrestin signaling | 360,000 tested, 0.81% active | inhibition, % at 5 µM | AID 651636 | EBI2 beta-arrestin recruitment, luminescence, 7a,25-OHC stimulated | P32249; in the data active = inhibition above about 38%;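 note: enzyme fragment complementation signal reports receptor beta-arrestin coupling in cells; 0% = agonist plus DMSO wells and 100% = wells without agonist; some results beyond the cut were filed as inactive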
# UBC13 inh: human UBC13 polyubiquitination inhibition; UBC13 polyubiquitin chain formation, TR-FRET; inhibition, % at 20 µM; 330,000 tested, 0.47% active; AID 485273; in the data active = inhibition above about 45%, passing the limit was not always enough
# Target sequence (P61088 whole entry, looked up): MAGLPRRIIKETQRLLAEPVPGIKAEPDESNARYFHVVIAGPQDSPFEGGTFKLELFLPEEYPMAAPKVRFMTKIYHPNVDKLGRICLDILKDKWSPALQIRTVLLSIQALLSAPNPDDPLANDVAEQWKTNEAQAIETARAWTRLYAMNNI
# CCR6 antagonist: CCR6 (human) receptor antagonism. P51684. AID 493098. 340,000 tested, 0.49% active. CHO-K1 CCR6 PathHunter beta-arrestin, luminescence, CCL20-stimulated. inhibition, % at 20 µM;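 active = compounds whose inhibition of the agonist-driven luminescence signal at 20 µM reaches about 50%, limit read from the data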;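 note: cells stimulated with CCL20 at 14 nM final; plate controls were DMSO with CCL20 for no effect and DMSO without agonist for full effect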
# Numbers without * were called inactive; x = not tested or not shown.
SMILES,ATG4B inh,APJ antag,Gli-Sufu block,APJ ag,CXCR6 inh,EBI2 block,UBC13 inh,CCR6 antagonist
Cc1cccc([C@@H]2[C@@H]3C(=O)N(Cc4ccccc4)C(=O)[C@@H]3[C@]3(Cc4ccccc4)C(=O)N(c4cccc(F)c4)C(=O)N23)c1,-9,10,1,5,-6,3,-16,-7
Cc1ccnc(NCc2ccc(Br)cc2)c1,4,14,-2,-1,0,1,13,-2
CCOC(=O)c1sc(NC(=O)COC(=O)CNC(=O)C2CCCCC2)c(C(=O)OCC)c1C,-9,-4,-3,-2,2,1,12,-3
CC(OC(=O)CCc1ccccc1)C(=O)Nc1ccc(Cl)cn1 (centres undefined),1,20,-8,-1,7,-6,-1,9
CCC(C(=O)NCc1cccnc1)c1ccccc1 (centres undefined),-29,3,16,-5,-5,-3,4,0
Cc1cc(OC(C)C(=O)Nc2ccncc2)ccc1Cl (centres undefined),-5,-26,16,3,-1,8,-7,5
COc1cc(NC2=CC(=O)CC(C)(C)C2)cc(OC)c1OC,4,-3,18,-1,-7,-2,-7,-6
CCCCCCC(=O)N=Nc1c(O)[nH]c2ccc([N+](=O)[O-])cc12,0,2,22,-2,6,-10,0,24
CCOc1ccc(N(Cc2cc3cc(C)ccc3[nH]c2=O)S(=O)(=O)c2ccccc2)cc1,-7,1,0,10,12,9,10,6
CC(=O)N1CCN(S(=O)(=O)c2cccc(C(=O)Nc3cc(C(F)(F)F)ccc3N3CCOCC3)c2)CC1,-1,22,6,0,-2,-10,5,9
CCN(C(=O)COC(=O)c1ccc(=O)n(Cc2ccccc2)n1)C1CCS(=O)(=O)C1 (centres undefined),4,14,8,-2,2,-25,-2,5
O=C(CNC(=O)OCc1ccccc1)Nc1ccc(F)cc1,-6,4,-6,-2,3,-4,6,-4
CN(C)c1ccc(C(=O)OCC(=O)Nc2ccc(N3CCOCC3)cc2)cc1,-8,-10,1,-4,-4,3,-7,4
COc1ccc(C(=O)NNC(=O)Cc2coc3cc(OC)ccc23)cc1,3,-1,-3,-2,5,6,11,6
Cc1cccc(COCC(CC(C)C)N2CCN(C(=O)c3ccc(C(F)(F)F)cc3)CCC2=O)c1 (centres undefined),-1,1,6,4,9,9,3,4
CC1CCCCC1NC(=O)COC(=O)Cc1ccc(Cl)cc1 (centres undefined),-8,13,-5,0,-10,3,6,-6
COC(=O)c1cc2c(ccn2-c2ccc(F)cc2)n1Cc1ccc(OC)cc1,-13,6,-13,2,8,44*,8,26
O=C(c1ccco1)N1CCN(C(=O)C2CC(c3ccc(F)cc3)=NO2)CC1 (centres undefined),-5,7,-20,-3,-1,-6,9,10
CC(=O)CC1(OC(C)=O)C(=O)N(C)c2ccccc21 (centres undefined),5,20,-14,-2,-2,-17,8,3
C[C@@H]1CCCCCCCCC(=O)OCCN1C(=O)OC(C)(C)C,-1,4,4,-2,9,-4,9,11

# Gathered by group: the entries above containing an NH in an aromatic ring
SMILES,ATG4B inh,APJ antag,Gli-Sufu block,APJ ag,CXCR6 inh,EBI2 block,UBC13 inh,CCR6 antagonist
CCCCCCC(=O)N=Nc1c(O)[nH]c2ccc([N+](=O)[O-])cc12,0,2,22,-2,6,-10,0,24
CCOc1ccc(N(Cc2cc3cc(C)ccc3[nH]c2=O)S(=O)(=O)c2ccccc2)cc1,-7,1,0,10,12,9,10,6

# Continued:
SMILES,ATG4B inh,APJ antag,Gli-Sufu block,APJ ag,CXCR6 inh,EBI2 block,UBC13 inh,CCR6 antagonist
CC(Oc1ccc(Br)cc1)C(=O)O/N=C(\N)c1ccncc1 (centres undefined),-3,-3,1,9,-8,-2,-1,0
Cc1ccc(NC(=O)CSCC(=O)Nc2sccc2C#N)cc1,-1,-3,1,-3,-3,-2,5,5
Cc1ccc(-c2csc3ncn(CC(N)=O)c(=O)c23)cc1C,-2,16,-2,-2,-2,-15,9,12
CC1(C)Cc2c(cnn2-c2ccc(F)cc2)C(NC(=O)CCN2CCCCC2=O)C1 (centres undefined),0,11,-1,-6,3,-12,3,14
O=C1/C(=C\c2ccc(O)c(O)c2)N=C2CCCCCN12,5,24,3,-3,15,12,-31,39
Fc1cccc(Cl)c1Cn1ncc2ccccc21,13,-5,-18,-2,-5,2,8,10
COc1ccc(C(c2nnnn2C2CCCC2)N2CCN(C(=O)c3ccco3)CC2)cc1OC (centres undefined),4,0,-9,1,1,-11,0,-1
CN1C(=O)C(CC(N)=O)N(NC(=O)c2ccc(Cl)cc2)C1=S (centres undefined),3,4,38,-2,8,0,0,17
COCCn1c(SCC(=O)N2CCOCC2)nc2ccccc2c1=O,8,-7,-10,0,3,1,-10,13
CC(C(=O)Nc1ccccc1Sc1ccccc1)N(c1ccccc1)S(C)(=O)=O (centres undefined),-10,-2,-4,-3,8,4,4,21
N#Cc1ccc(S(=O)(=O)N2CCN(C(=O)c3cn(-c4ccccc4)nc3-c3cccnc3)CC2)cc1,2,x,-12,x,-1,2,x,-4
CC(C)CN(C(=O)CSc1nncn1-c1ccccc1)c1c(N)n(CC(C)C)c(=O)[nH]c1=O,-1,-26,0,-2,-5,-7,8,2
O=C(NCCCn1ccnc1)Nc1cccc2ccccc12,-4,12,-2,-1,-10,6,-2,1
CCN(CC)Cc1c(O)ccc2c(=O)c(-c3ccccc3)coc12,10,-6,-38,-1,0,2,6,19
CC(=O)c1ccc(S(=O)(=O)NC2CC(=O)N(c3ccc4c(c3)OCCO4)C2)cc1 (centres undefined),-6,9,-3,0,-8,-12,-1,1
C=C1CCN([C@@H](CC(C)C)C(=O)NCc2ccccc2)S(=O)(=O)c2ccccc21,-12,7,6,2,-2,10,8,2
COc1cc(/C=C/C(=O)OCC(=O)Nc2ccc(C)c(S(=O)(=O)N3CCCCC3)c2)ccc1O,-12,-5,1,-2,10,17,-6,14
Cc1cc(C)c[n+](-c2nc3ccccc3nc2[N-]S(=O)(=O)c2ccc(Br)s2)c1,-19,11,8,-5,4,-1,1,8
COC(=O)c1cc2c(N)c(C(=O)c3ccc(Cl)cc3)sc2nc1C(OC)OC,-3,8,2,-3,-1,19,-6,4
CC(/C=N/n1c(-c2ccc(C)cc2)n[nH]c1=S)=C\c1ccco1,12,23,-5,-2,-1,-3,-14,3

# 4 compounds out of the list above, sorted by the value under CCR6 antagonist, falling.
canonical_smiles	CCR6 antagonist
CCN(C(=O)COC(=O)c1ccc(=O)n(Cc2ccccc2)n1)C1CCS(=O)(=O)C1 (centres undefined)	5
COC(=O)c1cc2c(N)c(C(=O)c3ccc(Cl)cc3)sc2nc1C(OC)OC	4
Cc1ccnc(NCc2ccc(Br)cc2)c1	-2
N#Cc1ccc(S(=O)(=O)N2CCN(C(=O)c3cn(-c4ccccc4)nc3-c3cccnc3)CC2)cc1	-4

# Later entries:
SMILES,ATG4B inh,APJ antag,Gli-Sufu block,APJ ag,CXCR6 inh,EBI2 block,UBC13 inh,CCR6 antagonist
CC(C(=O)O)N1C(=O)/C(=C/c2cccn2C)SC1=S (centres undefined),9,x,-5,x,16,-4,x,25
CCN(CC)S(=O)(=O)c1ccc(Cl)c(NC(=O)c2cc(Cl)cc(Cl)c2)c1,-5,6,-2,3,0,15,-1,-35
COc1ccc(-c2cc(C(F)(F)F)nc(SCCC(=O)N3CCN4CCCC4C3)n2)cc1 (centres undefined),3,17,7,0,-7,-5,15,11
CC1(c2ccc([N+](=O)[O-])cc2)NC(=O)NC1=O (centres undefined),-1,-4,-3,-3,-7,4,1,4
CCOc1ccc(S(=O)(=O)N2CCN=C2c2ccccc2)cc1,-2,1,0,3,3,3,10,-15
O=C(N/N=C/c1cc(Br)cs1)c1ccccc1[N+](=O)[O-],-5,10,1,-1,-4,1,-8,2
CC(C)COc1ccc2[nH]c3c(c2c1)CCCC3=O,7,8,-5,-5,-5,1,7,2
CC(=O)C1(C)CCC2C3C=C(C)C4=CC(=O)CCC4(C)C3CCC21C (centres undefined),-5,x,11,x,0,-9,x,-3
C[C@@H](NC(=O)[C@@H]1Cc2ccccc2CN1)C(=O)Nc1ccc2c(c1)OCCO2,-6,0,-40,-2,5,4,-1,-2
Cn1c(CNC(=O)c2ccc3c(c2)OCO3)nnc1SCC(=O)Nc1ccc(F)cc1,-1,14,-7,0,0,-7,7,-8
COc1ccc(S(=O)(=O)N(C)c2ccc(C(=O)NC3CC3)cc2)cc1,1,-10,-2,-10,-6,4,-6,6
C=CCn1c(COc2ccccc2)nnc1SCC(=O)C(C)(C)C,2,3,2,-2,1,4,4,18
CC(=O)Nc1ccc(NC(=O)CCCn2cnc3ccccc3c2=O)cc1,-4,12,4,-1,-1,-3,3,11
CSc1ccc(S(=O)(=O)N2CCC(C(=O)NCc3ccccn3)CC2)cc1,-10,9,-7,-4,1,-5,-1,2
O=C(CN1CCN(c2ccccc2)CC1)c1c[nH]c2ccccc12,-2,3,2,1,0,7,2,5
O=S(=O)(c1ccc(Cl)nc1)N1CCOCC1,3,-4,-11,-4,-3,4,7,-7
O=C(CNc1cc(S(=O)(=O)N2CCOCC2)ccc1NCC1CCCO1)Nc1ccccc1F (centres undefined),-4,0,2,4,5,-15,-6,-1
O=C(NCCCCNC(=O)c1ccccc1Br)c1ccccc1Br,-3,16,-5,-3,0,-9,-1,1
CC(=O)C1=C(O)C(=O)N(c2nccs2)C1c1ccccc1 (centres undefined),-5,-24,-7,2,-4,-5,-5,-7
Cc1cc(Cl)ccc1NC(=O)c1ccc2c(c1)CCN2S(C)(=O)=O,-3,0,-8,-2,-1,4,-1,11
COc1ccc(/C=C/C(=O)OCC(=O)c2ccccc2F)cc1,-6,3,-16,-4,0,-6,10,14

# 3 compounds already listed, ordered by molar mass, largest number first:
SMILES,ATG4B inh,APJ antag,Gli-Sufu block,APJ ag,CXCR6 inh,EBI2 block,UBC13 inh,CCR6 antagonist
C[C@@H](NC(=O)[C@@H]1Cc2ccccc2CN1)C(=O)Nc1ccc2c(c1)OCCO2,-6,0,-40,-2,5,4,-1,-2
Cc1cc(Cl)ccc1NC(=O)c1ccc2c(c1)CCN2S(C)(=O)=O,-3,0,-8,-2,-1,4,-1,11
COc1ccc(/C=C/C(=O)OCC(=O)c2ccccc2F)cc1,-6,3,-16,-4,0,-6,10,14

# From PubChem
